LAP4 TOR yeast = alters LAP4-GFP fluorescence in TOR pathway yeast screen | S. cerevisiae LAP4-GFP multiplex, flow cytometry GFP, 3 h; median GFP as percent of DMSO wells | GFP response vs DMSO, % at 10 µM | AID 2023 | actives 0.34% (n = 320,000);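 active means GFP response vs DMSO above a set limit, about the screen mean plus 3 SD, cut at about 150% in these data; inconclusive means under 70 cell events counted for the yeast strain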
RPL19A TOR yeast = yeast TOR pathway RPL19A-GFP modulation; S. cerevisiae RPL19A-GFP strain, flow cytometry, 3 h; hits give low values; percent response vs DMSO, % at 10 µM; actives 0.3% (n = 330,000);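 active means percent response vs DMSO below 50%; inconclusive means fewer than 70 events counted for the yeast strain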;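 further: median channel GFP fluorescence of the barcoded RPL19A-GFP strain; ratio of sample median GFP to plate DMSO average so 100% = DMSO; lower means less RPL19A-GFP as with rapamycin TOR inhibition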
proCasp3 act = activates human procaspase-3; P42574; activation, % at 8.5 µM; actives 0.11% (n = 330,000); recombinant procaspase-3 D3A, Ac-DEVD-pNA absorbance 405 nm;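 active means activation above the mean of all tested compounds plus 3 SD, cut at about 21% in these data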;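 further: 0% = DMSO alone and 100% = DMSO wells spiked with extra 5 µM PC-3 D3A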
Target sequence (P42574 whole entry D9A/D28A/D175A): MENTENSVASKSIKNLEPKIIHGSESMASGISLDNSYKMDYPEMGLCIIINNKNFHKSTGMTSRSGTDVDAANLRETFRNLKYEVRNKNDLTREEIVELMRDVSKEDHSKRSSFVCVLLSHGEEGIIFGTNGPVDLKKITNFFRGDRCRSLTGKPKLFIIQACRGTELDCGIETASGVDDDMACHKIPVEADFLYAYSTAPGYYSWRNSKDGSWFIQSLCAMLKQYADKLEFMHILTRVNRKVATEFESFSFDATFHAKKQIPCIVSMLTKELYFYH
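Assay system – Procaspase-3 D3A mutant, all three cleavage aspartates alanine · Controls – DMSO-only low control, 5 µM PC-3 D3A high control · Schedule – 1 h compound preincubation, 2 h substrate hydrolysis at 25 °C · Signal – 405 nm absorbance of p-nitroaniline, reads at 0 and 120 min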
proCasp7 act = activates human procaspase-7, counter-screen for procaspase-3 activators; P55210; recombinant procaspase-7, Ac-DEVD-pNA absorbance 405 nm; D23A/D198A/D206A triple mutant, cannot self-cleave; scale: DMSO 0, 5 µM enzyme 100; activation, % at 8.5 µM; actives 0.093% (n = 330,000);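 active means percent activation above the screen-wide mean plus 3 SD, cut at about 25% in these data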
Target sequence (P55210 whole entry D23A/D198A/D206A): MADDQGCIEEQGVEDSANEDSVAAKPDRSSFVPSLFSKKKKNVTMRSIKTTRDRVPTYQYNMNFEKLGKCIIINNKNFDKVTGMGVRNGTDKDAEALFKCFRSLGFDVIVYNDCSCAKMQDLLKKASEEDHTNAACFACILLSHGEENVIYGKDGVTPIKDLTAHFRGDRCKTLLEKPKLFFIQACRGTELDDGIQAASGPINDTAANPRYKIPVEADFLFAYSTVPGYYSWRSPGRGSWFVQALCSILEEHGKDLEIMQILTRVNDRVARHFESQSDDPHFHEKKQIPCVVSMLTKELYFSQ
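Material: Procaspase-7 triple mutant (PC-7 D3A) | Quantity: 2 µM procaspase-7 mutant as dispensed | Reagent: DEVD-pNA substrate | Times: 1 h preincubation, 2 h reaction | Technique: 405 nm absorbance of p-nitroaniline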
AHR activator = activates the human aryl hydrocarbon receptor; P35869; AHR-responsive luciferase reporter cells, luminescence; activation, % at 5 µM; actives 2.5% (n = 320,000); AID 2796; in the data active means activation above about 47%;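 further: 0% = vehicle wells and 100% = reference agonist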
MEP2-GFP yeast = yeast TOR pathway MEP2-GFP modulation; S. cerevisiae MEP2-GFP strain, flow cytometry GFP, 3 h; 100% = DMSO control level; GFP response vs DMSO, % at 10 µM; actives 0.51% (n = 330,000); AID 2016;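 active means GFP response versus DMSO above a set limit, roughly screen mean plus 3 SD, cut at about 180% in these data; inconclusive means fewer than 70 cells counted for a yeast strain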;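 further: median GFP fluorescence of the barcode-gated MEP2-GFP cells per well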
JMJD2C inh = inhibitors of human GASC-1 (JMJD2C) demethylase; Q9H3R0; GST-JMJD2C(1-420) H3K9me3 demethylation, DELFIA europium; inhibition, % at 2.35 µM; actives 0.069% (n = 330,000); AID 2099;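 active means more than half of a compound's replicate wells show inhibition beyond 50%, single wells judged on their own value; inconclusive means some, but no more than half, of replicates pass 50% inhibition; inactive means no replicate passes 50% inhibition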;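 further: signal counts dimethyl H3K9 product captured on neutravidin plate; 0% = median of DMSO wells and 100% = 0.3 times that DMSO median; strong numbers were not always called active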
Target sequence (Q9H3R0 1-420 limits assumed): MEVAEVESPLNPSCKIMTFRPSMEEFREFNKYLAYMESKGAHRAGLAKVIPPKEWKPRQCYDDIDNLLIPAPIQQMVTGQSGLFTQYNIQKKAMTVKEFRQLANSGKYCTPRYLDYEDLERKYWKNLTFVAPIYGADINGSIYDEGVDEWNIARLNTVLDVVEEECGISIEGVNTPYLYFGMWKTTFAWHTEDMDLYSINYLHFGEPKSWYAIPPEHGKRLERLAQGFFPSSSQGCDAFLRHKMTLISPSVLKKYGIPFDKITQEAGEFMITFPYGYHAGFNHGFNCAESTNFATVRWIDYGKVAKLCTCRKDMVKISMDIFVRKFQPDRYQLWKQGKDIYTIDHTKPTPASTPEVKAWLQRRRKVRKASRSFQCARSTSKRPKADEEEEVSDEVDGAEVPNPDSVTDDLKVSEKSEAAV
CR mimetic SO = caloric restriction mimetics inhibiting age-related superoxide in yeast. actives 0.18% (n = 330,000). superoxide response (% of plate mean), % at 10 µM. S. cerevisiae aged cells, superoxide DHE fluorescence; hits give low values;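 active means superoxide response under a set limit, about three screen SD below normal, cut at about 65% in these data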;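 further: yeast aged for seven days with compound at 30 °C before DHE staining; 100% = average MFI of all compound-treated wells on the plate with controls excluded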
* marks the source's active call; other numbers are inactive results; i = inactive; ? = inconclusive; . = not tested or not shown; + = active, no number; & = joins results of further samples; [ ] = dose if it differs, or a comment. Rows were taken by chance. Share with any hit: about 3.8%.

SMILES	LAP4 TOR yeast	RPL19A TOR yeast	proCasp3 act	proCasp7 act	AHR activator	MEP2-GFP yeast	JMJD2C inh	CR mimetic SO
COC(=O)CNC(c1ccccc1)c1cc(Br)ccc1NC(=O)CNC(=O)OCc1ccccc1 (centres undefined)	104	100	0	-2	-1	103	3	94
O=C(CC1C(=O)NCCN1Cc1ccc(-c2ccccc2)cc1)NCC1CCOCC1 (centres undefined)	101	90	4	18	0	95	-8	96
CC12CCC(C(=O)Nc3ccccc3-n3cccc3)(CC1=O)C2(C)C (centres undefined)	97	104	6	7	21	100	19	95
CC(Sc1cccc[n+]1[O-])C(=O)NC1CCCCC1C (centres undefined)	93	95	5	-10	-1	90	9	139
CCOCCCN(C)C1CCN(C(=O)c2oc3ccccc3c2NC(=O)COc2ccc(F)cc2)CC1	99	92	0	-4	0	92	2	97
COC(=O)C1=NN(C(=O)c2ccccc2)C(O)(c2ccc([N+](=O)[O-])cc2)C1 (centres undefined)	97	105	.	.	.	104	.	100
Cc1cc(Br)ccc1NC(=O)CN(C)C(=O)CN1C(=O)NC2(CCCC2)C1=O	112	101	9	10	2	95	-10	96
Cc1cccc(/C=N\N=C\c2cccc(C)c2)c1	89	97	-14	-3	9	101	-24	89
Cc1ccccc1NC(=O)C1CCCN1/C=C/C(=O)C(F)(F)F (centres undefined)	106	99	-1	-9	5	98	10	95
Cc1cccc(N2C(=O)c3cccc4cccc(c34)C2=O)c1	88	108	-9	3	26	110	29	116
CCCOC(=O)/C(=C\C=C\c1ccco1)NC(=O)c1ccccc1	107	90	-7	1	0	101	-1	99
Nn1cnnc1N/N=C/c1cccc(Cl)c1Cl	99	100	.	.	.	104	5	104
COC(=O)CSC1=C(C#N)C(c2ccccc2OC)C(C(=O)OC)C(=O)N1 (centres undefined)	91	99	-4	-3	2	94	-5	94
S=C(NCCc1ccccn1)Nc1ccc(Cl)cc1Cl	106	104	-3	-9	-3	108	5	95
CCOC(=O)C1=C(c2ccccc2)OC(N)=C(C#N)C1c1ccncc1 (centres undefined)	95	88	-1	-10	1	85	-4	105
Cc1c(CC(=O)O)c(=O)oc2c(C)c(OCc3ccccc3Br)ccc12	124	98	7	-7	2	105	1	108
COc1cc(/C=C(\C#N)c2nc3c(s2)CCCC3)ccc1O	101	96	-14	-26	34	100	4	105
Cc1ccnc(NC(=O)c2c(-c3ccccc3Cl)noc2C)c1	88	103	-6	4	1	110	.	109
COc1ccccc1CN(Cc1ccco1)S(=O)(=O)c1ccc(-n2cnnn2)c(OC)c1	98	98	5	-9	1	97	-14&-7	86
CN(c1ccccc1)S(=O)(=O)c1cc(C(=O)Nc2nc3ccccc3[nH]2)ccc1Cl	87	94	-2	7	33	97	4	94
CC1CC(C)CN(C(=O)Cn2c(=O)c3cccn3c3cccnc32)C1 (centres undefined)	101	98	5	-5	4	97	8	85
CCN(C(=O)COC(=O)c1n[nH]c2ccccc12)C1CCS(=O)(=O)C1 (centres undefined)	94	104	8	0	9	113	-1	93
COc1ccc(N2CCN(C(=O)CSc3nc4cc(OC)c(OC)cc4cc3C#N)CC2)cc1	108	102	-3	-1	-2	113	8	96
O=C(Nc1cccc(NC(=O)C2CCCO2)c1)C1CCCO1 (centres undefined)	103	110	3	4	-1	101	3	94
O=C(O)C(c1ccccc1)N1C(=O)/C(=C\c2ccc(-c3ccccc3Cl)o2)SC1=S (centres undefined)	106	106	-21	-18	17	124	-8	118
C=C(C)CSc1nnc([C@@H](NC(=O)OC(C)(C)C)C(C)CC)o1 (some centres undefined)	101	101	1	6	-4	103	-1	92
O=C(c1cncc(Br)c1)N1CCCc2ccccc21	114	95	-3	11	2	103	5	104
Cc1cccc(N/C=C/C(=C(C#N)C#N)N(C)C)c1	95	100	7	11	48*	102	1	113
Cn1ccc(NC(=O)c2ccc(Cl)cc2)n1	+[may fluoresce green]	i[may fluoresce green]	9	20	-1	+[may fluoresce green]	-1	100
NS(=O)(=O)c1ccc(CCNC(=O)CN2CCN(Cc3cccc(C(F)(F)F)c3)CC2)cc1	103	108	-1	13	-1	108	0	96
COc1ccc(C(=O)NC2CCN(CC(=O)Nc3c(C)cccc3C)CC2)cc1OC	93	100	5	4	0	109	-5	99
COc1ccc(CCNc2ccncn2)cc1	80	91	3	-6	10	98	4	101
CSc1nc(C)cc(OCCNS(=O)(=O)c2ccc(C)cc2)n1	102	94	-3	-15	1	97	8	114
CCOc1ccc(NC(=O)CCn2c(=S)oc3ccccc32)cc1	95	106	-2	4	1	104	2	107
COC(=O)CSc1nc2c(c(-c3ccco3)c1C#N)CCCC2	99	89	-8	-8	3	91	11	95
COc1ccc(S(=O)(=O)N2Cc3ccccc3CC2C(=O)Nc2ccc3c(c2)OCO3)cc1 (centres undefined)	98	104	4	-5	4	103	-32	79
CC(C)n1nc(C(=O)OCC(=O)N(C)C2CCS(=O)(=O)C2)c2ccccc2c1=O (centres undefined)	98	107	8	-3	0	104	-3	94
CCC(=O)Nc1ccc(C(=O)N/N=C/c2ccc([N+](=O)[O-])cc2)cc1	92	108	-2	1	4	74	-2	93
O=C(Cn1c2ccccc2c(=O)c2ccccc21)Nc1cccc(F)c1	94	99	50*	93*	9	108	0	89
COc1ccc(OCc2cc(=O)[nH]c3ccccc23)cc1	87	102	-14	5	6	93	12	98
C=CCC(NCc1ccco1)c1ccc(OC)cc1 (centres undefined)	99	101	-4	-1	5	106	0	104
O=C(CCCCn1c(=O)[nH]c2ccccc2c1=O)NC1CCN(Cc2ccccc2)CC1	101	100	-1	12	1	99	7	98
Cc1cc(C)nc(Nc2n[nH]c(-c3ccccc3N)n2)n1	98	90	-7	0	67*	99	2	114
CN(C(=O)COC(=O)c1ccccc1Cc1ccccc1)c1c(N)n(Cc2ccccc2)c(=O)[nH]c1=O	89	91	0	-11	1	101	-7	99
COC(=O)c1sc(NC(=O)COc2ccccc2C)nc1C	106	99	1	1	14	102	-43	130
CCCCC(=O)Nc1ccc(C(=O)c2ccccc2)cc1	119	99	-4	0	-1	97	-2	90
O=C1Cc2cc(S(=O)(=O)Nc3ccc(F)cc3Cl)ccc2N1	85	93	-4	-3	0	101	6	97
CC(c1ccccc1)n1c(-c2cccs2)nc2c(c(=O)c3ccccc3n2C)c1=O (centres undefined)	92	99	7	-5	2	94	-3	101
CCN(Cc1ccccc1)S(=O)(=O)c1ccc2oc(C(=O)O)c(C)c2c1	103	99	1	-5	-2	104	4	92
O=C(CSCc1ccc(Cl)cc1)N1CCCCC1	101	98	-2	-1	2	98	2	85
CCS(=O)(=O)c1ccc(N)cc1	93	90	-3	9	0	91	0	112
COc1ccc(NC(=O)NCc2ccc3c(c2)OCO3)cc1OC	84	110	1	1	6	99	1	115
COc1ccc(Cl)cc1NC(=O)C(C)N1CCN(c2ccccn2)CC1 (centres undefined)	101	99	-7	7	0	105	1	104
CCN(CC)CCN(C(=O)CCS(=O)(=O)c1ccccc1)c1nc2cc(OC)c(OC)cc2s1	124	105	2	-4	0	112	-1	89
COc1ccc(C2=NN(C(=O)c3cccs3)C(c3ccccc3OC)C2)cc1OC (centres undefined)	108	100	-1	-3	1	101	2	89
COc1ccccc1N(CC(=O)N/N=C(\C)c1cccc(Br)c1)S(C)(=O)=O	94	108	3	8	4	109	1	98
CCN(CC(=O)NCc1ccc(Cl)cc1)C(=O)/C=C/c1cc(OC)c(OC)c(OC)c1	104	105	2	5	1	109	0	94
CCN1CCN(C(=S)NCC2CCCO2)CC1 (centres undefined)	96	112	4	7	0	98	7	81
CCn1c2ccccc2c2nnc(SCC(N)=O)nc21	105	102	-10	7	-2	105	-10	101
COc1cccc(Nc2nc(NCCO)c3ccccc3n2)c1	93	90	-5	9	49*	94	0	99

Next part:
SMILES	LAP4 TOR yeast	RPL19A TOR yeast	proCasp3 act	proCasp7 act	AHR activator	MEP2-GFP yeast	JMJD2C inh	CR mimetic SO
O=C(Nc1ccccc1)Nc1ccc(O)c2ccccc12	119	95	-15	-35	45	96	-6	101
C(=N\n1cnc2ccccc21)/c1cccnc1	110	102	2	5	22	108	1	95
O=C(NCC(c1ccco1)N1CCOCC1)c1cccc(Cl)c1 (centres undefined)	93	98	-3	4	7	102	?	100
COCCNc1nc2c(c(=O)n(Cc3cccc(Cl)c3)c(=O)n2C)n1C	86	99	0	-4	3	100	-1	86
CN(C)c1ccc(Nc2c3c4c(cccc4n(C)c2=O)C(=O)c2ccccc2-3)cc1	104	98	0	-8	2	102	-1	92
COc1cc(C)ccc1OCCOc1c(Cl)cc(Cl)cc1Cl	97	100	7	1	1	96	0	101
COc1cccc(C(=O)C2CCCN(C(=O)c3ccccn3)C2)c1 (centres undefined)	99	98	8	4	1	98	2	107
Cc1nnc(SCCn2c(N(C)Cc3ccccc3)nc3c2c(=O)n(C)c(=O)n3C)s1	95	102	3	-1	0	102	2	105
Cc1nnc(SCC(=O)N/N=C/c2ccc(-c3ccc(C)c(Cl)c3)o2)s1	106	100	2	3	44	98	-11	91
CCOC(=O)c1sc2nc(CN3CCCCC3)nc(Cl)c2c1C	97	108	-4	1	0	96	-8	108
CCOc1cc(-c2c(C#N)c(N)nc3c2CCc2ccccc2-3)ccc1O	95	103	3	26*	-1	103	1	101
CN1CCN(C(=O)c2cc(-c3ccccc3)on2)CC1	98	97	-3	0	-7	99	1	123

Reprinted at random: six entries already listed.
SMILES	LAP4 TOR yeast	RPL19A TOR yeast	proCasp3 act	proCasp7 act	AHR activator	MEP2-GFP yeast	JMJD2C inh	CR mimetic SO
CCCCC(=O)Nc1ccc(C(=O)c2ccccc2)cc1	119	99	-4	0	-1	97	-2	90
COC(=O)C1=NN(C(=O)c2ccccc2)C(O)(c2ccc([N+](=O)[O-])cc2)C1 (centres undefined)	97	105	.	.	.	104	.	100
Cc1ccnc(NC(=O)c2c(-c3ccccc3Cl)noc2C)c1	88	103	-6	4	1	110	.	109
COc1cccc(C(=O)C2CCCN(C(=O)c3ccccn3)C2)c1 (centres undefined)	99	98	8	4	1	98	2	107
COc1ccc(S(=O)(=O)N2Cc3ccccc3CC2C(=O)Nc2ccc3c(c2)OCO3)cc1 (centres undefined)	98	104	4	-5	4	103	-32	79
C(=N\n1cnc2ccccc21)/c1cccnc1	110	102	2	5	22	108	1	95

More structures.
SMILES	LAP4 TOR yeast	RPL19A TOR yeast	proCasp3 act	proCasp7 act	AHR activator	MEP2-GFP yeast	JMJD2C inh	CR mimetic SO
Cc1ccc(S(=O)(=O)N2CCN(C(=O)COC(=O)C3CC3C)CC2)c(C)c1 (centres undefined)	98	96	2	9	6	102	-8	102
O=C(O)CC/C(=N\Nc1ccc(Cl)cc1)c1cccs1	92	102	-5	6	61*	96	.	100
COCCC(=O)N1CCC(Oc2ccc(C(=O)NCc3ncc(C)[nH]3)cc2)CC1	111	110	-6	3	1	109	2	90
CC(C)n1c(CN2CCN(C(=O)c3ccco3)CC2)nc2c1c(=O)n(C)c(=O)n2C	91	107	9	4	-1	95	3	96
O=C(Cn1cccc1C(=O)c1ccccc1)NCc1cccnc1	102	100	-6	10	2	105	0	93
O=C(c1cccc(S(=O)(=O)N2CCc3ccccc32)c1)N1CCCC(C(F)(F)F)C1 (centres undefined)	103	101	0	-3	0	103	-3	83
CC(C)(C)N(Cc1ccccc1)C(=O)COC(=O)c1ccccc1SCC(=O)N1CCCC1	100	101	2	6	0	100	-2	86

Source: PubChem BioAssay
